# Scp1 inh: inhibitors of human Scp-1 phosphatase. Q9GZU7. Recombinant Scp1, phosphopeptide, malachite green phosphate absorbance. inhibition, % at 20 µM. 340,000 tested, 0.88% active;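 active = inhibition above about 50% at 20 µM, limit read from the data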;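 note: plate controls were DMSO wells with enzyme for no effect and wells lacking enzyme for full effect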
# Target sequence (Q9GZU7 76-261 limits assumed): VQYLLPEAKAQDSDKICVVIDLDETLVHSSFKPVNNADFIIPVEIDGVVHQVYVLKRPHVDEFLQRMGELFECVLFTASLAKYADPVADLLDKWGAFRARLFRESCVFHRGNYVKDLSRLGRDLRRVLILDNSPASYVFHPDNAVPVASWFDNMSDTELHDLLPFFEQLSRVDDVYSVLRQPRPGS
#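 Test system: SCP-1 phosphatase catalytic domain, residues 76-261 | Compound dosing: One concentration, 20 µM, with 1.0% DMSO | Schedule: 45 min room-temperature reaction, 5 min colour, 30 min stabiliser | Detection: Absorbance at 630 nm | Read-out basis: % inhibition of SCP-1 phosphate liberation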
# LMPTP inh: blocks human LMPTP phosphatase; 360,000 tested, 0.22% active; P24666; recombinant LMPTP-A, OMFP fluorogenic substrate, fluorescence intensity; inhibition, % at 20 µM;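 active = compounds that cut the enzyme signal by at least half of the control window in the single-dose screen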;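 note: plate controls were DMSO wells with enzyme plus substrate for no effect and substrate without enzyme for full effect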
# Target sequence (P24666 whole entry, looked up): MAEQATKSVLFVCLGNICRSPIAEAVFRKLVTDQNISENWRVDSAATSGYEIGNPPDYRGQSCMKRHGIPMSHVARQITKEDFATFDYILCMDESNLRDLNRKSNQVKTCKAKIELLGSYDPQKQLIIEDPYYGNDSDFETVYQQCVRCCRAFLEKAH
#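 Assay system: LMPTP-A enzyme. Input: 0.625 nM LMPTP-A final. Probe or stimulus: 400 µM OMFP. Compound dosing: single 20 µM dose. Schedule: 50 min dark incubation at room temperature. Detection: fluorescence intensity of OMFP turnover product. Read-out: percent inhibition versus substrate-only and uninhibited controls. Benchmarks: no-enzyme low control, uninhibited high control.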
# DNMT1 block: inhibitors of human DNMT1; P26358; DNMT1 molecular beacon, Hinp1I cleavage, fluorescence; inhibition (reported as % activation of signal), % at 10 µM; 360,000 tested, 0.83% active; AID 588458; in the data active = inhibition above about 50%
# MT1-MMP act inh: inhibitors of human MT1-MMP activation. 360,000 tested, 0.061% active. P50281. HT1080 RFP-PRO-GFP cells, GFP/RFP ratio fluorescence, overnight; percent of plate control window, DMSO zero. GFP/RFP ratio change, % at 20 µM. AID 651647;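 active = GFP/RFP ratio change of at least 30% with cell ATP level not reduced by more than half and red fluorescence within 50% of control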; note: strong numbers were not always called active
#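 Assay system: HT1080 RFP-PRO-GFP cells. Benchmarks: DMSO vehicle wells and RFP-L50D-GFP reporter cell wells. Times: overnight cell settling, then overnight compound exposure, 37 °C, 5% CO2. Compound: 20 µM single dose, 1% DMSO. Read-out basis: GFP/RFP fluorescence ratio.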
# SKN-1 inh: C. elegans SKN-1 inhibition. C. elegans VP596 Pgst-4::GFP/RFP ratio, acrylamide-induced, 24 h. inhibition, % at 21.8 µM. 360,000 tested, 0.49% active;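 active = interference check ratio from 0.5 to 1.5 plus GFP to RFP signal ratio inhibition reaching or exceeding a fixed threshold, cut at about 30% in these data, passing the limit was not always enough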; note: some compounds called inactive have numbers as strong as hits
# NadD block: blocks S. aureus nicotinate mononucleotide adenylyltransferase; purified NadD enzyme, colorimetric absorbance read-out; inhibition, % at 20 µM; 360,000 tested, 0.78% active; AID 602399; in the data active = inhibition above about 26%; note: some compounds past the cut are filed as inactive
# Rpn11 block: blocks the human proteasome subunit Rpn11; human 26S proteasome, Ub4-pepOG fluorescence polarization; 20S core pre-blocked with epoxomicin; 360,000 tested, 0.59% active; calls only at 20 µM;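 active = inhibition at 20 µM, scaled to each plate's controls, above about 33%, limit read from the data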
# Target sequence (O00487 whole entry, looked up): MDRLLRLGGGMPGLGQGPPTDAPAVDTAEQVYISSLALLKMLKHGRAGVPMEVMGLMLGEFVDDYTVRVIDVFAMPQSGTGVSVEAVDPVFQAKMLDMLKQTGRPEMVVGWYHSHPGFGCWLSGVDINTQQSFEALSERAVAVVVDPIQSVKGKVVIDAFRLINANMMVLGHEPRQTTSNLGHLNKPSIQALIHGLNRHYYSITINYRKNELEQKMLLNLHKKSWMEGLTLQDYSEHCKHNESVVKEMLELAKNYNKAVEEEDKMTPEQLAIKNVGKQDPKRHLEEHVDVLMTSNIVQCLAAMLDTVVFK
# SUMO1-SIM PPI: modulators of human SUMO1-mediated protein-protein interactions. SUMO1 binding to a labelled peptide, TR-FRET, 1 h. P63165. 360,000 tested, 0.33% active. inhibition, % at 20 µM. AID 602429; in the data active = inhibition above about 37%
# Target sequence (P63165 whole entry, looked up): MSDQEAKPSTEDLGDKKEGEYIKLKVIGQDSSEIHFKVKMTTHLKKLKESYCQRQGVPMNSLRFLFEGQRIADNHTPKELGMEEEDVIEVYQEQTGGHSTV
# CendR NRP1 mod: modulators of CendR peptide binding to human neuropilin-1; FAM-RPARPAR peptide binding to NRP-1, fluorescence polarization; inhibition, % at 25 µM; 360,000 tested, 0.85% active; O14786;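 active = inhibition or corrected inhibition above about 18%, plus a signal ratio from 0.5 to 1.5, limit read from the data, passing the limit was not always enough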; note: strong numbers were not always called active
# STEP inh: STEP (human) phosphatase inhibition | P54829 | recombinant STEP, OMFP fluorogenic substrate, fluorescence | inhibition, % at 20 µM | 360,000 tested, 0.25% active;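 active = inhibition at 20 µM, scaled per plate between control wells, above about 37%, limit read from the data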;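 note: 0% = DMSO with enzyme and substrate and 100% = substrate only without enzyme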
#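 medium = Bis-Tris buffer pH 6.0, 2.5 mM DTT, 0.005% Tween 20 | test system = STEP (striatal-enriched tyrosine phosphatase) enzyme, cell-free | measure = normalized % inhibition | compound dosing = 20 µM, 1% DMSO | also added = 25 µM OMFP | schedule = reaction 20 min, ambient temperature | measured by = fluorescence read at 480 nm ex / 540 nm em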
# * hit, by the source's call; i = inactive; · = not tested or not shown; + = active, no number; & = joins results of further samples.
canonical_smiles	Scp1 inh	LMPTP inh	DNMT1 block	MT1-MMP act inh	SKN-1 inh	NadD block	Rpn11 block	SUMO1-SIM PPI	CendR NRP1 mod	STEP inh
Cn1cnc2cc(NC(=O)c3ccc(Cl)cc3)ccc21	-9	-0.7	3	6	5	5	i	5	-3	-3
CCC12CCCN3CCC4(C(=C(C(=O)OC)C1)Nc1ccccc14)C32 (configuration not stated)	61*	1.8	-4	2	-4	3	i	-1	20	-3
CCn1c(SCC(=O)Nc2ccc(OC)cc2OC)nc2nc3c(cc2c1=O)COC(C)(C)C3	-11	0.2	1	1	35	0	i	4	7	4
O=C(Cc1cn2ccsc2n1)Nc1ccccc1Oc1ccccc1	-2	-2.1	-4	10	6	1	i	2	1	2
COc1ccc(NC(=O)c2ccc(NCC3CCCO3)c([N+](=O)[O-])c2)cc1 (configuration not stated)	-2	-0.4	2	6	0	-4	i	-27	-1	1
O=C(OC1CCOC1=O)c1cccc(S(=O)(=O)Nc2ccc(F)cc2)c1 (configuration not stated)	-8	-0.6	-23	2	0	3	i	5	10	-4
Nn1c(SCC(=O)Nc2ccc(OC(F)F)cc2)nnc(Cc2ccccc2)c1=O	8	0.5	-3	0	12	8	i	-3	8	-1
COC(=O)c1ccc(COC(=O)CNC(=O)CNC(=O)c2ccc(C)cc2)cc1	-3	-1.9	-3	-1	5	-4	i	1	1	-3
O=C1NCC(c2ccccc2)C1C(=O)N/N=C\c1ccc(-c2cccc(Cl)c2Cl)o1 (configuration not stated)	-7	3.1	-11	0	36*	25	i	-13	0	0
O=C(CNC(=O)COc1ccccc1)NCc1cccnc1	-3	-0.4	4	1	-2	-1	i	3	10	3
CCCCNc1c(-c2ccc(SC3CCCCC3)cc2)nc2ccccn12	14	1.7&4.7	-11	2&7	-6&1	1&5	i	-3&1	-8&9	1
CSc1ccc(-c2nc(O)c3cnccn23)cc1	-7	-0.9	3	0	1	-2	i	-27	-1	-2
CC1=C(C/C=C(\C)CCC[C@H](C)CCC[C@H](C)CCCC(C)C)C(=O)c2ccccc2C1=O	4	-1.2	14	-2	9	1	i	0	-7	0
CC1CCN(C(=O)c2ccc3c(c2)C(=O)c2ccccc2-3)CC1	·	-0.6	1	-2	13	-4	i	-43	-1	-3
CC(C)(C)NC(=O)c1ccc(COc2ccccc2Br)o1	-5	0.9	1	2	17	-2	i	2	-7	-5
O=S(=O)(c1cccc2nsnc12)N1CCN(c2ncccn2)CC1	-9	-0.5	3	-3	-24	2	i	-26	-6	-2
Oc1ccccc1CNc1ccc(Br)cn1	3	-0.8	4	24	1	-6	i	0	5	8
CC(=O)c1cccc(N=Cc2c(O)ccc3ccccc23)c1	-14	-1.1	-5	1	16	-3	i	-6	-50	-3
CCCCOC(=O)c1ccc(-c2ccc(/C=N/NC(=S)NCC)o2)cc1	-1	1.4	16	0	-18	-1	i	-4	14	-4
C[C@@]12CCC3[C@@](CCC4[C@@]3(C)CCC[C@@]4(C)C(=O)NC3CCCCC3)(CC1=O)C2 (some centres not stated)	-8	0.6	4	-10	0	-2	i	9	32*	4
COc1ccc(C2c3[nH]c4ccccc4c3CCN2C(=O)c2cc3ncccn3n2)c(F)c1 (configuration not stated)	-5	2.6	-2	-3	8	6	i	-6	2	0
CCOP(=O)(OCC)C(Nc1cc(Cl)cc(Cl)c1)c1cccc(O)c1 (configuration not stated)	-9	1.9	-4	-1	3	-7	i	4	6	-4
Nc1ccc(S(=O)(=O)Nc2cc(Cl)c(N)c(Cl)c2)cc1	-8	-0.4	-5	0	-5	-1	i	0	-5	-1
O=C1c2ccccc2C(=O)N1CCCc1nc2ccccc2c(=O)n1Cc1ccco1	-5	2.1	-2	1	10	-2	i	-2	-10	0
Cc1cnc(CN2CCc3c([nH]c4ccccc34)C2C2CCCCC2)[nH]1 (configuration not stated)	-7	1.7	-8	0	-10	2	i	4	9	0
COc1ccccc1N(C)S(=O)(=O)c1ccc(C(=O)OCC(=O)c2c[nH]c3ccccc23)cc1	-10	2.8	-17	2	9	8	i	2	-12	-3
COc1ccc(Oc2cc(C)c3ccccc3n2)cc1	4	1.4	-5	3	-4	-2	i	-1	-20	0
COC(=O)c1ccc(CN2C(=O)c3ccccc3C2=O)cc1	-12	0.3	0	-2	9	-7	i	-3	-4	-1
CC1(C)NC(=O)N(CC(=O)OCC(=O)Nc2cc(S(=O)(=O)N3CCCCCC3)ccc2Cl)C1=O	0	0.7	1	-1	4	-2	i	3	-1	0
CCC(=O)NNc1nc2c(C)c(C)ccc2s1	-6	0.7	-8	1	-13	-2	i	0	-6	-1
CCc1ccc(NS(=O)(=O)c2c(C)nc3sc(CC)nn3c2=O)cc1	-10	0.5	-2	-1	1	3	i	7	10	0
CCC(Oc1ccccc1)C(=O)Nc1ccccc1C(=O)N1CCN(C)CC1 (configuration not stated)	-15	-0.8	0	1	3	-7	i	-1	24	2
CSc1ncnc2c1ncn2CCCNCc1ccc2c(c1)OCO2	·	-0.2	7	2	17	4	i	4	-7	3
CCOc1cc2c(C#N)c(N3CCCCC3)nc(N)c2c(N)n1	-6	4.2	-36	-15	5	-2	·	13	-97	-2
Cc1cc(C)nc(N2CCC(C(=O)NNC(=O)c3ccccc3)CC2)n1	1	-1.1	-3	2	2	4	i	0	6	-1
NC(=O)NC1NC(=O)NC1=O (configuration not stated)	12	-0.7	3	-1	4	3	i	4	-1	-1
O=C(CCNC(=O)Cn1ccc2ccccc2c1=O)NCCN1CCN(c2cccc(Cl)c2)CC1	-3	0.5	1	1	19	-4	i	-3	10	-3
Cc1ccc(NC(=O)COC(=O)c2ccc3c(c2)OCO3)c(C)c1	12	-0.6	4	-1	-11	-2	i	-6	1	0
CCN(CC)c1ccc(N=C2C(=O)Nc3ccccc32)cc1	-7	7.1	-11	52	-7	11	i	-11	2	1
CCCCCCC1CCC(c2nc(-c3ccncc3)no2)CC1 (configuration not stated)	3	3.2	1	5	6	17	i	5	0	2

# Entries of single compounds, looked up by structure:
# Shown for Cc1ccc(NC(=O)COC(=O)c2ccc3c(c2)OCO3)c(C)c1 = Scp1 inh: 12; LMPTP inh: -0.6; DNMT1 block: 4; MT1-MMP act inh: -1; SKN-1 inh: -11; NadD block: -2; Rpn11 block: i; SUMO1-SIM PPI: -6; CendR NRP1 mod: 1; STEP inh: 0
# Shown for Nc1ccc(S(=O)(=O)Nc2cc(Cl)c(N)c(Cl)c2)cc1 = Scp1 inh: -8; LMPTP inh: -0.4; DNMT1 block: -5; MT1-MMP act inh: 0; SKN-1 inh: -5; NadD block: -1; Rpn11 block: i; SUMO1-SIM PPI: 0; CendR NRP1 mod: -5; STEP inh: -1

# Back to the main list with the 2 entries that preceded the break.
canonical_smiles	Scp1 inh	LMPTP inh	DNMT1 block	MT1-MMP act inh	SKN-1 inh	NadD block	Rpn11 block	SUMO1-SIM PPI	CendR NRP1 mod	STEP inh
CCN(CC)c1ccc(N=C2C(=O)Nc3ccccc32)cc1	-7	7.1	-11	52	-7	11	i	-11	2	1
CCCCCCC1CCC(c2nc(-c3ccncc3)no2)CC1 (configuration not stated)	3	3.2	1	5	6	17	i	5	0	2
CCN(CC)CCn1cnc2c1c(=O)n(CCOC(=O)c1cc(OC)c(OC)c(OC)c1)c(=O)n2C	-7	-1.1	6	-1	-5	-6	i	1	11	-3
CCn1c(SCC(=O)NCc2ccccc2)nnc1-c1ccccc1O	-8	0.2	2	2	2	-4	i	-6	1	-1
CCN(CC(=O)NCc1ccc(F)cc1)C(=O)COc1ccc(C)c(C)c1	-5	-1.0	-5	0	12	-6	i	1	0	-2
COc1ccc(OC)c(CN2CCN(C(=O)CNC(=O)c3ccccc3F)CC2)c1	-8	-0.5	6	1	16	-4	i	5	2	-3
C=CCOc1ccc(C2=NO[C@@H]3[C@@H]4C[C@@H]([C@H]5C(=O)N(C)C(=O)[C@@H]45)[C@H]23)cc1	1	0.3	4	1	10	-4	i	1	-5	-2
CCOC(=O)C1CCN(C(=O)CCNC(=O)c2ccccc2OC)CC1	-8	-10	-1	-3	0	7	i	-20	11	-1
Cc1cc(NC(=O)c2cccs2)ccc1NC(=O)Cc1ccccc1	2	-0.3	-2	2	-1	2	i	0	-2	1
CC(C)Cn1c(N)c(C(=O)CSc2nccn2C)c(=O)n(C)c1=O	4	0.6	0	0	9	-3	i	3	7	2
CCN(CC)CCOc1ccccc1OC	14	-0.7	-1	-3	-11	1	i	2	6	0
O=C(NCCc1ccc(Cl)cc1)C1CCC(=O)N1C1CCCC1 (configuration not stated)	10	-1.1	9	-4	8	-5	i	0	7	1
Cc1ccc(CSc2nnc(-c3cccnc3)o2)cc1	-4	-2.0	1	1	18	2	i	-2	-2	-1
CCCOc1cccc(C(=O)NCCNC(=O)c2ccccn2)c1	-4	-0.7	1	0	5	3	i	2	2	-1
COc1cccc(C2=CC(=O)CC(C)(C)C2)c1OC	-14	-0.8	4	2	4	-1	i	-3	0	1
CCC1CCCCN1C(=O)c1ccccc1OC1CCN(S(C)(=O)=O)CC1 (configuration not stated)	-1	-1.1	0	0	-8	-7	i	3	8	2
Cn1c(=O)oc2cc(S(=O)(=O)N3CCN(c4ccccc4F)CC3)ccc21	3	-1.0	3	-23	-1	-8	+	-2	-61	-2
Cc1ccnc(NS(=O)(=O)c2ccc(CC(C)C)cc2)c1	-6	-1.6	-3	4	2	-2	i	3	0	-3
CC(C)n1c(C(F)(F)F)nc2cc(C(=O)N3CCCCC3)ccc21	-9	-2.2	6	2	14	5	i	3	1	1
CCCSc1ccc([C@H]2N[C@@](C)(C(=O)OC)[C@H]3C(=O)N(CC)C(=O)[C@@H]23)cc1	9	-4.7	2	-2	2	3	i	-2	8	-1
Cc1cc(C)nc(SCC(=O)NN=C2CCCC2)n1	-3	1.1	2	3	4	3	i	-2	8	-2
Cc1ccccc1NC(=O)CNC(=O)N1CC(=O)Nc2ccccc21	·	-2.0	7	-3	13	-3	i	3	0	-2
COc1cc(/C=C2\C(=O)ON=C2c2ccccc2)cc(Cl)c1O	-4	-0.8	1	29	14	-5	i	6	-90	-2
CCCNC(=O)c1cc(-c2ccc(OC)cc2)on1	5	1.1	3	-3	6	-2	i	1	2	-2

# Screens (PubChem BioAssay)
